# PDI inh – blocks human protein disulfide isomerase activity; hit rate 0.052% among 350,000; AID 588391; inhibition, % at 10 µM; PDI insulin aggregation turbidity, A650, 90 min; P07237;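 active means mean inhibition across replicates of 30% or more, whatever share of single replicates reach that level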;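 further: absorbance from insulin aggregation driven by PDI reduction with DTT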
# Target sequence (P07237 whole entry, looked up): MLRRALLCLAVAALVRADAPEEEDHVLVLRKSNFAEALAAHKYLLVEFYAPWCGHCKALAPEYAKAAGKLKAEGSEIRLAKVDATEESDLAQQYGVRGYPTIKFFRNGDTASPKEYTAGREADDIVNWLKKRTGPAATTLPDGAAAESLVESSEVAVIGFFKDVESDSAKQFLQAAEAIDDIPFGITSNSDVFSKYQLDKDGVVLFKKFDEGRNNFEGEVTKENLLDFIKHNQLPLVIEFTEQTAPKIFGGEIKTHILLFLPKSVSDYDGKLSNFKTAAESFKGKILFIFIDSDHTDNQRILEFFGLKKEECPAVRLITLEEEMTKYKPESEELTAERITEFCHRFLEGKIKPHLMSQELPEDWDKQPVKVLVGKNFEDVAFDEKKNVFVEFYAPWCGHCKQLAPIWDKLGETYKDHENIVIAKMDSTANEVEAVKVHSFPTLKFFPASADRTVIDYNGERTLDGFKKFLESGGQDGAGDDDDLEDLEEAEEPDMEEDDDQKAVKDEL
# MC4R antag cAMP – human MC4R antagonism in cAMP assay; P32245; MC4R-expressing cells, MTII-stimulated cAMP, LANCE TR-FRET; inhibition, % at 6.5 µM; hit rate 0.48% among 360,000; AID 540295;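 active means inhibition above its plate's cutoff, the mean of tested wells on that plate plus 3 SD, cut at about 29% in these data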;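 further: 0% = Melanotan II alone and 100% = Melanotan II plus saturating MCL0020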
#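 Assay system: human MC4R-expressing U2OS cells; reagent: Melanotan II stimulation of cells; dosing: 6.5 µM single dose; timing: compound 30 min, challenge 1 h, detection 1 h; signal: TR-FRET cAMP assay; replicates: one well per compound, no replicates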
# N-glyco inh – blocks N-linked glycosylation in D54 reporter cells. D54 ERlucT glycosylation luciferase reporter, 24 h; percent of 100 nM tunicamycin response. reporter increase, % at 12.5 µM. hit rate 0.23% among 360,000;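 active means mean luciferase reporter signal, scaled so untreated is 0 and the glycosylation-blocking control 100, at or above a set limit in every replicate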;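 further: luciferase carries N-glycosylation sites so blocking glycosylation raises the light; 0% = median of neutral control wells and 100% = median of 100 nM tunicamycin wells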
# Granule exo inh – blocks lytic granule exocytosis | TALL-104 LAMP-1 surface exposure, flow cytometry; cells stimulated with thapsigargin and PMA | AID 651702 | inhibition, % at 10 µM | hit rate 0.66% among 360,000;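 active means inhibition above about 55%, limit read from the data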
# ABCB6 inh MLPCN – blocks the human ABCB6 transporter; Q9NP58; K562-ABCB6 porphyrin accumulation, flow cytometry, 1 h; active compounds read low; fluorescence ratio to DMSO, % at 10 µM; hit rate 0.19% among 360,000;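 active means fluorescence ratio to DMSO below 75%, the collection mean minus 3 SD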;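 further: signal is porphyrin accumulated inside mitochondria; 100% equals median channel fluorescence of DMSO control wells; lower ratio means ABCB6 inhibition with less porphyrin fluorescence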
# m5-HT2A agonist – mouse HTR2A agonism via beta-arrestin recruitment. activation, % at 7.6 µM. CHO-K1 mHTR2A beta-arrestin complementation, luminescence; percent of 30 µM serotonin response. P35363. hit rate 0.66% among 360,000. AID 624169;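 active means activation above a run cutoff, the mean activation of all tested compounds plus 3 SD, cut at about 14% in these data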;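 further: 0% = plate median of compound wells and 100% = 30 µM serotonin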
# Target sequence (P35363 whole entry, looked up): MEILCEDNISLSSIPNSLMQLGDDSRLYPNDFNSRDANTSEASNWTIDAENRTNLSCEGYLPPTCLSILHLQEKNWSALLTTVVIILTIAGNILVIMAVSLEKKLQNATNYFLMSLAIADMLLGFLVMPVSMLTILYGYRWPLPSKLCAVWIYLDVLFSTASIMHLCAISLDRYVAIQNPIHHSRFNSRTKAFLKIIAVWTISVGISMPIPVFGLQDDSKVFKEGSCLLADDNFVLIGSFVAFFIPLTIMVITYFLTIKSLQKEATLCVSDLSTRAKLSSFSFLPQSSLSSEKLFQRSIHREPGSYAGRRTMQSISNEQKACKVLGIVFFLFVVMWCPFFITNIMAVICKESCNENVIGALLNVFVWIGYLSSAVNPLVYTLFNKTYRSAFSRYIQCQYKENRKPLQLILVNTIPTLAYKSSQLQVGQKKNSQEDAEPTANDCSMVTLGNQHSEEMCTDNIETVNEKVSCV
# Cardio protect – modulators protecting cardiomyocytes from myocardial damage; H9c2 cardiomyocytes, H2O2 injury protection, ATPLite, 2 h; protection from H2O2 cell death, % at 20 µM; hit rate 0.63% among 360,000; AID 588492;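 active means compounds giving at least 50% protection of heart cells from peroxide-induced death in the single-dose screen, raw or plate-pattern-corrected value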;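 further: 0% = DMSO wells with peroxide and 100% = DMSO wells without peroxide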
# CaV13 ICDI inh – Primary screen for inhibitors of IQ motif and Ca2+-dependent inactivation inhibitor domain binding in CACNA1D, Förster resonance energy transfer in living cells, …; HEK cells, CFP/YFP FRET ICDI-IQ, plate reader, 10 min; percent FRET-ratio fall versus neutral wells; inhibition, % at 12.3 µM; hit rate 0.098% among 340,000; AID 743397;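 active means mean replicate inhibition of at least 30% and at least 1% of replicates passing that level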;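 further: 0% = median of the neutral control wells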
# MC4R ag barr – agonists of human melanocortin 4 receptor (MC4R) beta-arrestin; P32245; U2OS MC4R beta-arrestin complementation, luminescence; percent of melanotan II response, DMSO zero; activation, % at 8.9 µM; hit rate 0.98% among 360,000;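 active means activation above a per-plate cutoff, the mean activation of sample wells on that plate plus 3 SD, cut at about 8% in these data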
# ABHD5 PLIN5 PPI – inhibitors of human ABHD5-perilipin-5 interaction; Split G. princeps luciferase complementation, luminescence, 4 h; inhibition, % at 4 µM; hit rate 0.78% among 360,000;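 active means inhibition above the mean inhibition across every tested compound plus 3 SD, cut at about 22% in these data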;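 further: 0% = DMSO only wells and the 100% control is not disclosed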
# * hit, by the source's call; . = not tested or not shown.
SMILES	PDI inh	MC4R antag cAMP	N-glyco inh	Granule exo inh	ABCB6 inh MLPCN	m5-HT2A agonist	Cardio protect	CaV13 ICDI inh	MC4R ag barr	ABHD5 PLIN5 PPI
CCc1ccc(OCC(O)CN2CCCC2)cc1 (stereo unspecified)	4.2	9.3	2.1	-1.0	103.0	-7.5	-1.1	2.9	-2.0	-0.3
C/C=C/c1ccc(OCC(=O)OCC2=C(C(=O)OCC)C(C)NC(=O)N2)c(OC)c1 (stereo unspecified)	-0.5	7.3	-1.9	-2.8	97.0	5.7	10.2	-4.0	0.7	12.1
O=C(c1ccc(-n2cnnn2)cc1)N(C1CCCCC1)C1CCCCC1	4.4	8.6	-0.2	-4.6	96.0	-0.6	4.7	3.7	0.0	-2.2
O=C1CC(C(=O)N2CCN(Cc3ccccc3)CC2)CN1Cc1ccccc1 (stereo unspecified)	-6.2	1.3	0.1	-4.2	99.0	7.0	1.5	-4.5	-1.4	-1.0
CCOc1ccc(S(=O)(=O)Nc2ccc(C(=O)NCCCN3CCOCC3)cc2)cc1	0.6	6.6	0.9	3.5	96.0	-1.9	2.3	-5.9	-5.2	3.4
CCOC(=O)N1CCC2(CC1)NC(=O)c1ccccc1N2	5.4	1.0	0.4	-0.8	102.0	-5.5	5.5	-6.5	-0.6	-8.0
CNC(=O)C[C@H]1C(=O)N(CCc2ccccc2)C[C@@H]1C	9.2	-1.7	0.3	3.6	97.0	-1.2	-4.5	-5.6	1.7	3.6
O=C(c1ccco1)N1CCN(C2c3ccccc3-c3ccccc32)CC1	1.8	8.8	-1.1	5.4	96.0	0.3	0.6	-20.3	-0.6	-5.7
CCOc1ccccc1/C=N/NC(=O)c1cccc(S(=O)(=O)N(CC)CC)c1	-4.4	12.2	1.9	-1.5	105.0	-3.5	-1.9	-2.2	5.9	-8.0
Cn1cccc1C(NC(=O)c1ccccc1)C(Cl)(Cl)Cl (stereo unspecified)	3.1	5.8	-2.7	2.0	100.0	5.3	3.8	-16.0	0.8	-0.9
O=C(O)Cn1c2ccccc2c2nc3ccccc3nc21	-2.8	-8.1	3.9	-7.6	98.0	-2.9	1.8	.	-0.1	-2.2
CCOc1cc(C(=O)NCc2ccccc2)ccc1OCC(=O)N1CCCCC1	-15.0	-1.6	-0.3	1.8	92.0	-13.0	-0.2	-2.8	3.3	-1.9
Cc1c(NC(=O)C(C)OC(=O)c2cc(Cl)ccc2O)c(=O)n(-c2ccccc2)n1C (stereo unspecified)	3.6	14.9	3.3	-2.9	100.0	8.4	3.3	-3.5	-0.8	2.9
C=CCNC(=S)N(Cc1ccccc1)Cc1ccccc1	0.4	8.6	-3.9	-0.7	97.0	-2.0	-4.3	-6.9	-1.8	-0.9
CCOC(=O)c1ccc(CNC(=O)C(Cc2c[nH]c3ccccc23)NC(C)=O)o1 (stereo unspecified)	5.6	4.4	2.0	-1.7	90.0	1.6	1.6	-2.5	-0.4	1.6
O=C(Nc1cccc(C(=O)N2CCOCC2)c1)c1cccnc1	3.6	4.8	2.2	3.4	99.0	2.3	5.8	-7.3	-1.5	-1.1
Cc1ccc(-n2ncc(C#N)c2/N=C/N2CCCCCC2)cc1	2.1	5.5	-5.6	-1.5	88.0	-4.2	-10.1	.	0.7	-1.9
COc1ccc(CCNC(=O)CS(=O)(=O)c2cn(CC(=O)N(C(C)C)C(C)C)c3ccccc23)cc1OC	3.2	14.1	2.1	-2.4	91.0	-1.6	-0.2	-6.5	-4.3	1.6
Cc1ccccc1OCC(=O)NCCC(=O)O	1.7	8.8	-1.7	4.5	96.0	1.0	4.3	.	-1.3	-8.4
Cc1onc(-c2ccccc2Cl)c1C(=O)NCc1nnnn1-c1ccc(F)c(F)c1	0.4	3.6	-0.9	-1.0	99.0	9.2	5.5	-2.7	-0.5	-1.2
COc1ccccc1CN1CCNC(=O)C1CC(=O)NC1Cc2ccccc2C1 (stereo unspecified)	6.9	2.8	-0.1	1.9	115.0	-3.6	-7.0	-3.9	-0.5	-3.9
COc1cc(NC(=O)CN(c2cc(C)cc(C)c2)S(=O)(=O)c2c(C)noc2C)cc(OC)c1	-9.2	2.5	-4.3	-1.5	94.0	0.7	-1.7	28.7	2.3	-11.2
O=C(Nc1nc(COc2ccccc2)cs1)C1CCC1	-5.3	-4.5	-2.5	-0.2	252.0	-0.2	-20.6	.	3.1	-11.6
CC(C)C[C@@H](CN1CCC[C@@H]1CN1C(=S)NC[C@@H]1Cc1ccc(O)cc1)N1C[C@H](Cc2ccccc2)N(CCc2ccccc2)C1=S	.	.	-2.3	26.5	101.0	-5.1	-3.0	.	.	18.9
COc1ccc2c(c1)c1nnc(SCC(=O)N3C(C)CCCC3C)nc1n2C (stereo unspecified)	2.0	-2.8	-1.5	-1.5	88.0	3.6	12.6	-4.0	-0.3	14.0
CCOC(=O)C1CCN(C(=O)Cn2nc(C)c3c(C)n(-c4ccccc4)nc3c2=O)CC1	3.5	22.8	0.8	-3.3	99.0	-3.3	-1.0	-5.9	-3.2	6.2
CCC1C(=O)CC(c2ccccc2)NC1c1ccccc1 (stereo unspecified)	-16.3	3.9	-0.6	3.6	104.0	4.1	-0.4	-2.4	1.0	0.9
CCn1cc(C(=O)OCC(=O)Nc2c(C)cccc2C)c(=O)c2ccc(C)nc21	-3.9	-10.4	4.0	-3.9	102.0	-3.0	-4.5	-2.4	-0.4	-0.5
Cc1ccc(NC(=O)C2CCN(C(=O)c3ccccc3C)CC2)cc1	-7.0	-3.8	0.2	0.7	102.0	-4.1	1.6	-4.1	1.4	5.2
CC(C)(C)CC(=O)N1CCN(Cc2ccc3c(c2)OCO3)CC1	-6.5	6.3	-2.6	-5.1	93.0	3.3	-1.5	-3.2	-0.8	3.1

# Remaining list, next part.
SMILES	PDI inh	MC4R antag cAMP	N-glyco inh	Granule exo inh	ABCB6 inh MLPCN	m5-HT2A agonist	Cardio protect	CaV13 ICDI inh	MC4R ag barr	ABHD5 PLIN5 PPI
O=C(NCCc1ccc(Cl)cc1)/C(=C/c1cccnc1)NC(=O)c1ccccc1	-0.3	8.5	-2.1	1.4	101.0	-5.5	4.6	-4.6	-2.4	-8.6
Cc1ccc(-c2nc(-c3cccnc3)sc2CC(=O)Nc2ccc3nc(C)sc3c2)cc1	-1.4	12.0	-1.5	-0.6	102.0	-0.8	0.9	-2.4	1.2	0.6
N#Cc1cnn2ccn(C3OC(CO)C(O)C3O)c12 (stereo unspecified)	0.2	4.0	0.0	-0.3	102.0	-0.1	-10.8	-3.7	-0.4	-10.1
O=C(NCCN1CCOCC1)c1cc(Br)ccc1Cl	-7.0	7.2	-1.0	-3.4	96.0	-4.6	5.2	-4.6	-0.3	4.5
CCN1CCC(=NNC(=O)c2ccco2)CC1	-2.1	6.3	-0.3	-1.4	88.0	-1.6	13.6	-2.5	0.3	-2.4
O=C(CCNc1ccc(F)cc1)c1cc2ccccc2o1	2.6	17.1	0.8	28.9	95.0	-1.1	-10.5	-1.4	-1.1	0.0
Cc1cc(C)c(S(=O)(=O)NCc2csc(C)n2)c(C)c1	-0.4	3.6	1.0	2.2	98.0	4.8	11.2	-11.9	-0.4	0.7
Cc1ccc(CN=C2Nc3ccccc3CS2)cc1	-7.0	4.0	-14.2	-5.6	101.0	-1.7	-17.2	-5.2	0.6	9.1
CCNC(=O)N1c2ccccc2Sc2ccccc21	-1.3	10.1	-0.2	5.3	95.0	-0.2	-3.8	-15.5	1.9	8.8
Cc1nonc1NC(=O)CSc1nc2c(C)cccc2cc1C#N	-9.5	11.1	0.8	-0.4	171.0	1.9	3.6	-7.8	8.2	2.6
O=C(Nc1nncs1)c1cccnc1Cl	-1.8	0.4	3.0	-0.2	97.0	4.3	15.1	-7.5	-0.9	-8.0
O=C(CCc1nnc(Cc2ccc3c(c2)OCO3)o1)NC(c1ccccn1)C(F)(F)F (stereo unspecified)	-10.0	24.8	1.0	2.2	91.0	-4.4	-8.6	-9.5	0.3	-3.3
CCn1cc(/C=C(\NC(=O)c2ccccc2F)C(=O)N2CCOCC2)c2ccccc21	-6.7	11.6	1.2	-0.1	97.0	9.2	15.2	.	-4.0	-2.7
Cc1cn(CC2COC(C)(C)O2)c(=O)[nH]c1=O (stereo unspecified)	5.4	-1.2	0.9	-2.6	88.0	3.7	3.0	-3.7	-1.1	0.1
COc1ccc(/C=N/NC(=O)c2ccc3nc[nH]c3c2)cc1	-12.4	9.8	-3.7	-7.5	91.0	-0.7	-5.6	-19.8	-0.3	11.6
COc1ccc(/C=C2\SC(=O)N(CCNC(=O)C3CC4C=CC3C4)C2=O)cc1 (stereo unspecified)	0.6	-2.0	-3.9	8.2	101.0	-0.7	-8.1	-12.2	0.1	-4.9
O=C(c1ccc2c(c1)OCCO2)N1CCN(S(=O)(=O)c2c(F)cccc2F)CC1	-0.6	1.8	-0.7	-1.8	90.0	-2.0	-4.6	-4.1	-2.1	-2.4
Cc1ccc(CN2C3=NC(=O)CN3c3ccccc32)cc1	6.3	-4.1	3.6	1.7	102.0	1.3	4.1	-5.2	-1.8	-0.5
Cc1ccc(Nc2cc(C)nc3ncnn23)c(C)c1	-3.6	0.7	0.8	1.3	99.0	-4.4	0.1	-2.4	-1.4	1.1

# As a short view, part of the list above.
SMILES	PDI inh	MC4R antag cAMP	N-glyco inh	Granule exo inh	ABCB6 inh MLPCN	m5-HT2A agonist	Cardio protect	CaV13 ICDI inh	MC4R ag barr	ABHD5 PLIN5 PPI
O=C(CCc1nnc(Cc2ccc3c(c2)OCO3)o1)NC(c1ccccn1)C(F)(F)F (stereo unspecified)	-10.0	24.8	1.0	2.2	91.0	-4.4	-8.6	-9.5	0.3	-3.3
CCn1cc(/C=C(\NC(=O)c2ccccc2F)C(=O)N2CCOCC2)c2ccccc21	-6.7	11.6	1.2	-0.1	97.0	9.2	15.2	.	-4.0	-2.7
Cc1cn(CC2COC(C)(C)O2)c(=O)[nH]c1=O (stereo unspecified)	5.4	-1.2	0.9	-2.6	88.0	3.7	3.0	-3.7	-1.1	0.1
COc1ccc(/C=N/NC(=O)c2ccc3nc[nH]c3c2)cc1	-12.4	9.8	-3.7	-7.5	91.0	-0.7	-5.6	-19.8	-0.3	11.6
COc1ccc(/C=C2\SC(=O)N(CCNC(=O)C3CC4C=CC3C4)C2=O)cc1 (stereo unspecified)	0.6	-2.0	-3.9	8.2	101.0	-0.7	-8.1	-12.2	0.1	-4.9
O=C(c1ccc2c(c1)OCCO2)N1CCN(S(=O)(=O)c2c(F)cccc2F)CC1	-0.6	1.8	-0.7	-1.8	90.0	-2.0	-4.6	-4.1	-2.1	-2.4
Cc1ccc(CN2C3=NC(=O)CN3c3ccccc32)cc1	6.3	-4.1	3.6	1.7	102.0	1.3	4.1	-5.2	-1.8	-0.5
Cc1ccc(Nc2cc(C)nc3ncnn23)c(C)c1	-3.6	0.7	0.8	1.3	99.0	-4.4	0.1	-2.4	-1.4	1.1
